From PubChem
IDH1 mut inh: inhibitors of human IDH1 R132H; O75874; IDH1 R132H reductase, diaphorase/resazurin fluorescence, 60 min; inhibition, % at 10 µM; 70,000 compounds, 0.18% hits; in the data active means inhibition above about 34%;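 further: 0% = DMSO and 100% = no enzyme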
Target sequence (O75874 whole entry R132H): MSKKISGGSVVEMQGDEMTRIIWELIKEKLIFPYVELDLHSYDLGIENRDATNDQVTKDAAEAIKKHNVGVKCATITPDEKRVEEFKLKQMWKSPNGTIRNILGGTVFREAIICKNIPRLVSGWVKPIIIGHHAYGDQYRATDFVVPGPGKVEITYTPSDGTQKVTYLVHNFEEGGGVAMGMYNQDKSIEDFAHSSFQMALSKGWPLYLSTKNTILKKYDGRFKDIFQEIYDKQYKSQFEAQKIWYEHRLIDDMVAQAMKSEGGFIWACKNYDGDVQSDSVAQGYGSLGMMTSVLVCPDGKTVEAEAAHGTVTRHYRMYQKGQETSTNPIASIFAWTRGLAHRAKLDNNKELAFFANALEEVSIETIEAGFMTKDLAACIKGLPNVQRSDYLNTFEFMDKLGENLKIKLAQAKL
EZH2 inh: inhibitors of human EZH2/PRC2 methyltransferase. Q15910. 57,000 compounds, 0.35% hits. AID 651548. inhibition, % at 12.5 µM. PRC2 H3K27 methylation, DELFIA TRF, 1 h;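 active means mean inhibition of replicates at least 50% and every single replicate also reaching 50%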;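 further: dimethyl H3K27 on biotinylated H3 21-44 peptide detected by antibody; plate controls were median neutral control wells for no effect and median positive control wells for full effect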
Active calls of the source: *; x = no result given.

| Molecule | IDH1 mut inh | EZH2 inh |
| --- | --- | --- |
| CC(=O)N[C@@H]1CC[C@@H](CC(=O)NCC2CCCCC2)O[C@H]1CO | 0.2 | 10.0 |
| C[C@H]1CN([C@@H](C)CO)S(=O)(=O)c2ccc(-c3cccnc3)cc2O[C@H]1CN(C)Cc1ccncc1 | 0.6 | x |
| C[C@@H]1CCCCO[C@@H](CN(C)Cc2ccncc2)[C@@H](C)CN([C@H](C)CO)C(=O)c2cc(NS(C)(=O)=O)ccc2O1 | 5.0 | -5.5 |
| C[C@H](CO)N1C[C@H](C)[C@H](CN(C)Cc2ccc(Cl)c(Cl)c2)OCc2cnnn2CCCC1=O | 0.4 | 0.9 |
| CCC(=O)Nc1ccc2c(c1)OC[C@@H](C)N(C(=O)c1ccncc1)C[C@H](C)[C@@H](OC)CN(C)C2=O | 0.1 | -0.3 |
| CC(C)C#Cc1ccc2c(c1)O[C@H](CN(C)C(=O)Cc1ccccn1)[C@H](C)CN([C@H](C)CO)S2(=O)=O | 2.3 | 4.3 |
| C[C@@H]1CN([C@H](C)CO)C(=O)c2c(c3ccccc3n2C)-c2ccccc2CO[C@H]1CN(C)C(=O)C1CC1 | x | -8.2 |
| Cc1ccccc1S(=O)(=O)NCC[C@H]1CC[C@@H](NC(=O)C2CCCC2)[C@@H](CO)O1 | -0.5 | -7.0 |
| CNC[C@@H]1OCCCC[C@@H](C)Oc2ccc(NC(=O)c3ccncc3)cc2C(=O)N([C@H](C)CO)C[C@@H]1C | 2.7 | 0.1 |
| O=C(Nc1ccc2c(c1)[C@@H]1C[C@@H](CC(=O)N3CCc4ccccc4C3)O[C@H](CO)[C@@H]1O2)C1CCC1 | 0.1 | -14.7 |
| Cc1cccc(OCC(=O)Nc2ccccc2C(=O)NC2CCCCC2)c1 | -0.2 | -4.8 |
| O=C(Nc1ccc2c(c1)[C@H]1C[C@@H](CC(=O)N3CCOCC3)O[C@@H](CO)[C@H]1O2)NC1CCCCC1 | -0.2 | 17.4 |
| S=c1[nH]nc(Cn2c(-c3ccccn3)nc3ccccc32)n1-c1cc(Cl)cc(Cl)c1 | 11.2 | -18.4 |
| C[C@@H]1CN([C@H](C)CO)C(=O)c2cc(NC(=O)Nc3ccccc3)ccc2O[C@H]1CN(C)C(=O)Nc1cccc2ccccc12 | 0.4 | x |
| Cc1noc(C)c1NC(=O)NCC[C@H]1CC[C@H](NC(=O)c2ccc(F)cc2)[C@@H](CO)O1 | 0.7 | -8.3 |
| CC(=O)N(C)C[C@H]1Oc2ncc(C#CCc3ccccc3)cc2C(=O)N([C@@H](C)CO)C[C@H]1C | 1.3 | -12.0 |
| CC(C)[C@@H]1NC(=O)[C@H](Cc2ccccc2)NC(=O)[C@@H](CC(=O)O)NC(=O)CNC(=O)[C@H](CCCN=C(N)N)NC1=O | 0.9 | -1.6 |
| C[C@@H]1CN([C@@H](C)CO)C(=O)c2cc(NC(=O)Cc3ccccc3)ccc2O[C@@H]1CN(C)S(=O)(=O)c1ccc(Cl)cc1 | x | 5.3 |
| C[C@@H]1CCCCO[C@@H](CN(C)C(=O)c2ccncc2)[C@@H](C)CN([C@@H](C)CO)C(=O)c2cc(NS(=O)(=O)c3ccc(Cl)cc3)ccc2O1 | -7.8 | x |
| COc1cc2c(cc1OC)CN(C(=O)[C@@H]1[C@H]3C(=O)O[C@H](c4ccccc4)[C@H](c4ccccc4)N3[C@H](c3ccccc3OCCO)[C@@]13C(=O)Nc1ccccc13)CC2 | x | -26.8 |
| COc1ccccc1C#Cc1cnc2c(c1)C(=O)N([C@@H](C)CO)C[C@@H](C)[C@@H](CN(C)C(=O)CN(C)C)O2 | -0.3 | x |
| Cc1noc(C)c1S(=O)(=O)Nc1ccc2c(c1)C(=O)N([C@@H](C)CO)C[C@H](C)[C@@H](CN(C)C(=O)Nc1ccccc1)OCCCC[C@H](C)O2 | 0.4 | x |
| CCn1c(SCC(=O)Nc2ccccc2OC)nnc1-c1ccc(N)cc1 | -0.1 | 4.4 |
| CCC(=O)Nc1nc2ccccc2n1CCN1CCOCC1 | -0.2 | 2.5 |
| CCCC(=O)Nc1ccc2c(c1)C(=O)N(C)C[C@H](OC)[C@H](C)CN(CCc1ccccc1)[C@@H](C)CO2 | -0.1 | -4.0 |
| COc1ccccc1S(=O)(=O)N[C@@H]1C=C[C@@H](CC(=O)N2CCOCC2)O[C@@H]1CO | 0.0 | -22.7 |
| COC(=O)c1ccccc1NC(=O)CCSc1ccc(C)cc1 | 0.1 | 54.3* |
| COCC(=O)Nc1ccc2c(c1)[C@H]1C[C@H](CC(=O)NCc3ccc(-c4ccccc4)cc3)O[C@H](CO)[C@H]1O2 | -0.7 | -15.4 |
| C[C@@H]1CN([C@@H](C)CO)C(=O)c2cccc(NC(=O)c3cnccn3)c2O[C@H]1CN(C)C(=O)Nc1cccc2ccccc12 | 0.8 | -0.5 |
| C[C@@H]1CN([C@@H](C)CO)C(=O)CCCn2nncc2CO[C@H]1CN(C)Cc1ccccc1 | 0.7 | -3.1 |
| C[C@H](CO)N1C[C@H](C)[C@H](CN(C)C(=O)Cc2ccncc2)Oc2ncc(Br)cc2C1=O | x | 6.2 |
| CCCN(C)C[C@@H]1Oc2cc(C3=CCCCC3)ccc2S(=O)(=O)N([C@@H](C)CO)C[C@H]1C | -0.9 | -3.8 |
| COC(=O)c1ccc(C(=O)OC)c(NC(=O)c2cc(-c3ccccn3)nc3c(C)c(C)ccc23)c1 | -0.6 | -5.2 |
| COC(=O)C[C@@H]1CC[C@@H](NC(=O)c2ccccc2)[C@H](CO)O1 | 0.3 | -3.2 |
| COC(=O)C1=COC(OC2OC(CO)C(O)C(O)C2O)C2C1C(O)CC2(C)OC(C)=O (stereo unspecified) | -0.3 | x |
| O=C(N[C@@H]1C=C[C@@H](CC(=O)N2CCCCC2)O[C@H]1CO)c1ccc2c(c1)OCO2 | 0.1 | 33.5 |
| C[C@@H]1CN([C@H](C)CO)C(=O)Cc2cc(NS(=O)(=O)c3cccs3)ccc2O[C@H]1CN(C)Cc1ccccc1 | -0.5 | -1.7 |
| CCCN1C[C@H](C)[C@@H](OC)CN(C)C(=O)c2cc(NC(=O)c3ccccc3)ccc2OC[C@@H]1C | 0.0 | -5.4 |
| Cc1ccc(NC(=O)c2ccc(CSc3nnc(-c4ccc(NC(=O)c5ccccc5Cl)cc4)n3C)cc2)cc1 | 0.6 | 1.0 |
| CC(C)NC(=O)Nc1cccc2c1O[C@H](CN(C)Cc1ccc(Oc3ccccc3)cc1)[C@H](C)CN([C@@H](C)CO)C2=O | -0.9 | -2.1 |
| C[C@@H]1CN([C@@H](C)CO)C(=O)c2cccc(NS(=O)(=O)c3ccc(F)cc3)c2O[C@@H]1CN(C)Cc1ccncc1 | x | 5.6 |
| Cc1ccc(-n2c(SCC(=O)Nc3cccc(F)c3)nc3ccccc3c2=O)cc1 | -0.1 | -12.1 |
| COc1ccc(NC(=O)Nc2cccc3c2O[C@H](CN(C)C(=O)Nc2ccc(C(F)(F)F)cc2)[C@H](C)CN([C@H](C)CO)C3=O)cc1 | -0.7 | x |
| CO[C@@H]1CN(C)C(=O)c2cc(NC(=O)Nc3cc(F)ccc3F)ccc2OC[C@H](C)N(C)C[C@@H]1C | -0.3 | -6.2 |
| Cc1noc(C)c1NC(=O)Nc1ccc2c(c1)CC(=O)N([C@@H](C)CO)C[C@@H](C)[C@@H](CN(C)C(=O)Nc1ccc(C(F)(F)F)cc1)O2 | 0.5 | x |
| COc1ccc(-c2coc3cc(O)ccc3c2=O)c(OC)c1O | -0.2 | 2.7 |
| COc1ccc(NC(=O)N(C)C[C@H]2Oc3ccc(NC(=O)Cn4cnnn4)cc3C(=O)N([C@H](C)CO)C[C@H]2C)cc1 | -0.2 | x |
| Cc1ccc([N+](=O)[O-])cc1NC(=O)CN(C)S(=O)(=O)c1ccc(Br)cc1 | -0.2 | 15.3 |
| C[C@H]1CN([C@@H](C)CO)C(=O)Cc2cc(NC(=O)CCCCCC(=O)Nc3ccccc3N)ccc2O[C@@H]1CN(C)CC1CC1 | 0.1 | -4.2 |
| C[C@@H]1CN([C@@H](C)CO)C(=O)c2cc(Br)cnc2O[C@H]1CN(C)C(=O)Nc1ccc2c(c1)OCO2 | x | 6.3 |

Further structures.
| Molecule | IDH1 mut inh | EZH2 inh |
| --- | --- | --- |
| O=C(CCN1CCCCC1)N[C@@H]1C=C[C@H](CC(=O)N2CCC(Cc3ccccc3)CC2)O[C@@H]1CO | -0.2 | 30.1 |
| O=C(CNS(=O)(=O)c1ccccc1)Nc1cc(Cl)cc(Cl)c1 | 0.0 | x |
| COc1ccccc1NC(=O)N[C@H]1C=C[C@H](CC(=O)N[C@H](C)c2ccccc2)O[C@@H]1CO | -0.2 | -1.2 |
| C[C@H]1CN([C@@H](C)CO)C(=O)c2cc(NS(C)(=O)=O)ccc2O[C@H]1CN(C)CC1CCCCC1 | -0.1 | -7.7 |
| O=C(CC1(O)C(=O)N(CCc2ccccc2)c2ccc(Cl)cc21)c1ccco1 (stereo unspecified) | 0.3 | 7.9 |
| COCC(=O)Nc1ccc2c(c1)C(=O)N(C)C[C@H](OC)[C@H](C)CN(C(=O)CC1CC1)[C@H](C)CO2 | 0.2 | -1.0 |
| Cc1ccnc(SCC(=O)Nc2cccc(C(F)(F)F)c2)n1 | -0.2 | 15.1 |
| COc1ccc(CN(C)C[C@H]2Oc3ccc(NC(=O)Nc4ccc5c(c4)OCO5)cc3CC(=O)N([C@@H](C)CO)C[C@@H]2C)cc1 | 1.8 | -10.3 |
| Cc1ccccc1-c1cnc2c(c1)C(=O)N([C@H](C)CO)C[C@@H](C)[C@@H](CN(C)C(=O)c1ccc(F)cc1)O2 | -0.8 | -1.2 |
| CC(C)NC(=O)N(C)C[C@@H]1Oc2ncc(-c3ccccc3F)cc2C(=O)N([C@H](C)CO)C[C@@H]1C | 0.0 | -5.7 |
| CCCNC(=O)N(C)C[C@H]1Oc2ncc(-c3ccc(F)cc3)cc2C(=O)N([C@H](C)CO)C[C@H]1C | -0.7 | 12.4 |
| C[C@H](CO)N1C[C@H](C)[C@H](CN(C)Cc2ccc3c(c2)OCO3)OCCCC[C@H](C)Oc2ccc(NS(=O)(=O)c3ccc(F)cc3)cc2C1=O | -3.3 | x |
| CCc1cc(C)cc(OCCNC(=O)c2ncn[nH]2)c1 | 0.1 | -10.1 |
| C[C@@H]1CN([C@@H](C)CO)S(=O)(=O)c2ccc(C#CC(C)(C)O)cc2O[C@@H]1CN(C)Cc1ccncc1 | 7.1 | 7.2 |
| C[C@H]1CN([C@@H](C)CO)C(=O)Cc2cc(NC(=O)Nc3ccc(C(F)(F)F)cc3)ccc2O[C@H]1CN(C)Cc1ccc(-c2ccccc2)cc1 | 0.4 | x |
| C[C@H](CO)N1C[C@H](C)[C@@H](CN(C)S(=O)(=O)c2ccccc2)Oc2ccc(N(C)C)cc2C1=O | 1.7 | 6.7 |
| O=C(NCC[C@H]1CC[C@H](NS(=O)(=O)c2cccc(Cl)c2)[C@H](CO)O1)c1cnccn1 | -0.2 | 0.2 |
| COCC(=O)N(C)C[C@H]1Oc2ncc(C#CC(C)(C)O)cc2C(=O)N([C@@H](C)CO)C[C@H]1C | 2.2 | -1.9 |
| COc1ccc(NC(=O)N(C)C[C@H]2Oc3ncc(C#C[C@@H](C)O)cc3C(=O)N([C@H](C)CO)C[C@@H]2C)cc1 | x | 7.7 |
| C[C@H](CO)N1C[C@H](C)[C@H](CN(C)C(=O)C2CCOCC2)Oc2ncc(-c3cccc(F)c3)cc2C1=O | 0.2 | x |
| COCC(=O)Nc1ccc2c(c1)C(=O)N(C)C[C@@H](OC)[C@@H](C)CN(C(=O)c1cnccn1)[C@@H](C)CO2 | 0.1 | 15.0 |
| C[C@H]1CCCCO[C@@H](CN(C)C(=O)c2ccccc2)[C@@H](C)CN([C@@H](C)CO)C(=O)c2cc(NS(=O)(=O)c3cccs3)ccc2O1 | 0.0 | x |
| COc1ccc(NC(=O)Nc2ccc3c(c2)C(=O)N([C@@H](C)CO)C[C@H](C)[C@@H](CN(C)C(=O)Nc2c(C)noc2C)O3)cc1 | 0.7 | x |
| CCCNC(=O)N(C)C[C@H]1Oc2ncc(-c3cccc(C#N)c3)cc2C(=O)N([C@H](C)CO)C[C@H]1C | 3.0 | 8.1 |
| COc1ccc(NC(=O)Nc2ccc3c(c2)OC[C@H](C)NC[C@H](C)[C@H](OC)CN(C)C3=O)cc1 | -0.2 | -4.9 |

Given with values under each structure: part of the list above.
Second line of a record – IDH1 mut inh	EZH2 inh
> O=C(NCC[C@H]1CC[C@H](NS(=O)(=O)c2cccc(Cl)c2)[C@H](CO)O1)c1cnccn1
  -0.2	0.2
> COCC(=O)N(C)C[C@H]1Oc2ncc(C#CC(C)(C)O)cc2C(=O)N([C@@H](C)CO)C[C@H]1C
  2.2	-1.9
> COc1ccc(NC(=O)N(C)C[C@H]2Oc3ncc(C#C[C@@H](C)O)cc3C(=O)N([C@H](C)CO)C[C@@H]2C)cc1
  x	7.7
> C[C@H](CO)N1C[C@H](C)[C@H](CN(C)C(=O)C2CCOCC2)Oc2ncc(-c3cccc(F)c3)cc2C1=O
  0.2	x

The results go on.
| Molecule | IDH1 mut inh | EZH2 inh |
| --- | --- | --- |
| Cc1cc(C)n(CC(O)Cn2c3ccccc3c3ccccc32)c(=O)n1 (stereo unspecified) | -0.8 | -16.9 |
| C[C@@H]1CN([C@@H](C)CO)C(=O)Cc2cc(NC(=O)CCCN(C)C)ccc2O[C@H]1CN(C)Cc1ccc(-c2ccccc2)cc1 | -1.5 | x |
| C[C@H](CO)N1C[C@H](C)[C@H](CN(C)Cc2ccncc2)OCCCC[C@H](C)Oc2ccc(NC(=O)Nc3cccc4ccccc34)cc2C1=O | -30.6 | x |
| CNC[C@H]1Oc2ccc(NC(=O)Nc3cccc4ccccc34)cc2C(=O)N([C@@H](C)CO)C[C@H]1C | 0.1 | -18.6 |
| COc1ccc(CN(C)C[C@@H]2Oc3ccc(NC(=O)Nc4cccc5ccccc45)cc3C(=O)N([C@H](C)CO)C[C@@H]2C)cc1 | 1.5 | -8.8 |
| COC(=O)c1ccc(NC(=O)CSc2ncnc3sc(C)c(C)c23)cc1 | 0.2 | 0.0 |
| COc1ccc(O)c(/C=N/NC(=O)c2ccccc2O)c1 | 0.3 | 11.9 |

An excerpt; the hit share may differ from the screen's.
